thrombin 1536: blocks human thrombin protease activity; 220,000 tested, 0.26% active; alpha-thrombin, Boc-VPR-AMC fluorogenic substrate cleavage; P00734; inhibition, % at 5 µM;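 active means inhibition at or above 40%; inactive means inhibition below 40%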;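 further: 0% = enzyme with no compound and 100% = wells without enzyme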
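Material: human alpha-thrombin protein; Also added: Boc-VPR-AMC substrate, 15 µM final; Timing: enzyme reaction carried out at room temperature; Signal: fluorescence, ex 355 nm, em 460 nm; Measure: % inhibition of thrombin; Controls: enzyme without compound as high, wells lacking enzyme as low.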
L929 necroptosis: L929 zVAD cell death inhibition; L929 zVAD necroptosis rescue, ATP luminescence, 24 h; with zVAD 60 µM; viability rescue, % at 10 µM; 220,000 tested, 0.38% active; AID 1377;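 active means activation, scaled between plate controls, above about 75%, limit read from the data; inactive means activation under that limit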;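 further: 0% = zVAD with DMSO and 100% = DMSO alone without zVAD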
KLK5 inh: kallikrein 5 (human) inhibition | AID 873 | 210,000 tested, 0.59% active | inhibition, % at 5 µM | Q9Y337 | recombinant hK5, fluorogenic AMC substrate cleavage;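 active means inhibition of 40% or more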;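 further: 0% = enzyme controls without compound and 100% = no-enzyme blanks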
Target sequence (Q9Y337 67-293 limits assumed): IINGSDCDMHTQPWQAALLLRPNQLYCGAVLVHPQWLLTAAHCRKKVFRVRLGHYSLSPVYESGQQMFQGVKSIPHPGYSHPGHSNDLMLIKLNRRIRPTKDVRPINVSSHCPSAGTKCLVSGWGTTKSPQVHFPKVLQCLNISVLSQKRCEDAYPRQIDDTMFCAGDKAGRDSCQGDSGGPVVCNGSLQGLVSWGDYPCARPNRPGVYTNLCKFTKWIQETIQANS
KCC2 mod: KCC2 (human) Cl- transport modulation. 190,000 tested, 2.2% active. KCC2 cells, thallium flux FluoZin-2 fluorescence. B-score of Tl+ flux slope (higher = more flux/activation; lower = inhibition) at 10 µM;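 active means thallium flux slope and its plate-corrected score both differing from the plate sample mean at a set confidence after two filtering rounds, in either direction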;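 further: slope of fluorescence scaled to starting intensity during 10 to 20 s after thallium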
TNF death inh: blocks TNF-alpha induced death of Jurkat FADD-/- cells; Jurkat FADD-/- TNF necroptosis rescue, ATP luminescence, 24 h; 0 = TNF only, 100 = no-TNF cells; activation (protection from cell death), % at 10 µM; 220,000 tested, 0.068% active;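 active means activation, meaning protection from cell death, of at least 50% relative to plate controls; inactive means activation below 50%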;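 further: necroptosis triggered by 40 ng/mL TNF-alpha added together with compound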
FXIa inh: blocks human coagulation factor XIa protease activity; inhibition, % at 5 µM; 220,000 tested, 0.14% active; purified FXIa, Boc-Glu-Ala-Arg-AMC fluorogenic substrate; AID 798;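 active means inhibition of at least 40%; inactive means inhibition below 40%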;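 further: fluorescence of freed AMC excited at 355 nm; 0% = enzyme without compound and 100% = no enzyme blank; many of its hits are not listed in these tables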
Hck-Nef inh: human Hck-Nef kinase inhibition | Recombinant Hck-YEEI plus Nef, Z-Lyte FRET kinase assay | inhibition, % at 20 µM | 220,000 tested, 0.68% active | AID 463187;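 active means Hck-Nef kinase inhibition above about 50%, limit read from the data; inactive means inhibition below that limit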;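 further: 0% = DMSO with Hck plus Nef and 100% = Hck alone without Nef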
Target sequence (P08631 whole entry, looked up): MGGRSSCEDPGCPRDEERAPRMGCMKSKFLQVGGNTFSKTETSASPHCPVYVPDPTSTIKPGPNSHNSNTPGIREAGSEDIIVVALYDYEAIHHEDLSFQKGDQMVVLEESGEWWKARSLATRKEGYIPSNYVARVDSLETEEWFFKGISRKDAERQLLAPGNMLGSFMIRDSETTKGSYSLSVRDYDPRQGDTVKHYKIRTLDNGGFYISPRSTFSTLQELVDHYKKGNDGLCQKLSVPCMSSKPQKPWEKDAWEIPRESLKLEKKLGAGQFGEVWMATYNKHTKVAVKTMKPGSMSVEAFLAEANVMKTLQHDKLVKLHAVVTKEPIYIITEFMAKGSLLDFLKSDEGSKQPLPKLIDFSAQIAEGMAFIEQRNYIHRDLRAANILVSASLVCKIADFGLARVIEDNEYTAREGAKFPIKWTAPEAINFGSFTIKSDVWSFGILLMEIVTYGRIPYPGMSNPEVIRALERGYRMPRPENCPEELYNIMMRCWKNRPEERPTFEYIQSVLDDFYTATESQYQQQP
FXIIa inh 1536: factor XIIa (human) inhibition; 220,000 tested, 0.3% active; purified FXIIa, Boc-QGR-AMC fluorogenic substrate, 2 h; inhibition, % at 5 µM; P00748; AID 800; in the data active means inhibition above about 40%;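 further: 0% = enzyme with no compound and 100% = blank without enzyme; many of its hits are not listed in these tables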
Rad51 HR inh: Rad51 (human) homologous recombination inhibition; hRad51 DNA strand exchange, fluorescence dequenching; inhibition, % at 10 µM; 200,000 tested, 0.085% active;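 active means inhibition above 40% at the single screening dose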;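 further: 0% = DMSO control wells and 100% = blanks with heterologous ssDNA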
Target sequence (Q06609 whole entry, looked up): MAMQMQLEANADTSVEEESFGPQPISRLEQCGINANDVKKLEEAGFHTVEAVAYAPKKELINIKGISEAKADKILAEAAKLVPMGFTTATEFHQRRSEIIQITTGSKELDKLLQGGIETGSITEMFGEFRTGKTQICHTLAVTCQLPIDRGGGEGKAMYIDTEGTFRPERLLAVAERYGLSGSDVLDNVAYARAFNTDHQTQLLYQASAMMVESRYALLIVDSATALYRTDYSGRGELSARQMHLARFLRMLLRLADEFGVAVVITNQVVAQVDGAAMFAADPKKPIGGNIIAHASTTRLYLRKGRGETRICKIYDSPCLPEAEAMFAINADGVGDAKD
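material = hRad51 filaments on single-stranded DNA | reagent = Donor/quencher-labelled 47-bp dsDNA substrate | compound = 10 µM final, single point | schedule = strand-exchange reaction 15 min at room temperature | measured by = fluorescein emission 520 nm, excitation 485 nm | read-out basis = % inhibition versus plate control and blank means | benchmarks = plate controls and plate blanks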
* = called active by the depositor; . = no result given. Some of the compounds tested; the hit share may differ from the screen's.

item | Molecule | thrombin 1536 | L929 necroptosis | KLK5 inh | KCC2 mod | TNF death inh
1 | C=CCN1CCN(C(CC(C)C)c2nnnn2CCOC)CC1 (stereo not drawn) | -6 | -0.2 | -4 | 1.3 | 2.8
2 | Cc1ccc(NC(=S)NNC(=O)CSc2nc3ccccc3c(=O)n2-c2ccc(C)cc2)cc1 | 1 | 0.2 | -107 | -0.93 | 2.8
3 | Oc1[nH]c(=S)sc1C=C1N=c2ccccc2=N1 | 2 | 1.6 | 3 | . | -2.0
4 | CCOC(=O)N1CCN(C(=O)CN(C2CCCCC2)S(=O)(=O)c2ccc(F)cc2)CC1 | -1 | -0.6 | -9 | . | -0.6
5 | S=c1[nH]nc(-c2cc(-c3ccccc3)n[nH]2)n1/N=C/c1ccccc1 | 1 | 0.1 | 12 | -0.16 | 0.7
6 | Cc1ccc(NC(=O)NC2CCCCC2)c(C)c1 | -4 | 0.4 | -11 | -0.064 | 1.8
7 | CC(C)C(=O)Nc1ccc(C(=O)c2ccccc2)cc1 | -1 | 2.1 | 12 | -0.013 | 0.5
8 | Cc1ccccc1OC(=O)C1C(c2ccccc2)C(C(=O)O)C1c1ccccc1 (stereo not drawn) | 8 | 1.2 | -8 | . | -0.2
9 | COc1ccc(-n2nnc3c(=O)n(CC(=O)N4CCCc5ccccc54)cnc32)cc1 | . | 1.0 | . | -1.1 | -0.3
10 | N#C/C(=C\c1ccc(Br)s1)C(=O)N1CCN(c2ccccc2)CC1 | 0 | 0.7 | -1 | 0.91 | 2.1
11 | COc1cc(C2Oc3ccccc3C=C2[N+](=O)[O-])cc(OC)c1OC (stereo not drawn) | -2 | 2.2 | -1 | -2.2 | 15
12 | O=C(CSc1n[nH]c(=O)[nH]c1=O)N/N=C/c1ccccc1O | -4 | 1.0 | -42 | -0.025 | 0.3
13 | CCC(C)(C(=O)NC1CCCCC1)N(C)C(=O)c1ccccn1 (stereo not drawn) | 2 | -1.2 | 6 | -0.96 | -0.9
14 | Cc1ccc(S(=O)(=O)N2CCCCC2)cc1NC(=O)CN1C(=O)CN(C)C1=O | -4 | 1.4 | -3 | 0.015 | 0.6
15 | O=S(=O)(c1cccs1)N1CN(CC2CCCO2)c2nc3ccccc3nc21 (stereo not drawn) | 9 | -0.3 | -3 | 0.24 | 0.2

item | FXIa inh | Hck-Nef inh | FXIIa inh 1536 | Rad51 HR inh
1 | -5 | 0 | 5 | 0
2 | 6 | 2 | 7 | .
3 | 4 | 11 | 14 | -3
4 | -2 | 1 | 5 | 1
5 | 3 | 16 | 9 | 25
6 | -8 | 1 | 6 | 5
7 | 7 | 17 | 15 | 3
8 | -6 | 1 | -12 | 1
9 | . | 0 | . | -6
10 | 2 | 0 | 3 | 4
11 | -2 | 13 | 2 | 14
12 | 4 | 2 | 10 | 3
13 | -1 | 15 | 5 | 4
14 | -5 | -2 | 3 | 16
15 | 4 | 0 | 16 | 4

Gathered by group, the compounds so far containing an aryl thioether with sulfur outside any ring
item | Molecule | thrombin 1536 | L929 necroptosis | KLK5 inh | KCC2 mod | TNF death inh
2 | Cc1ccc(NC(=S)NNC(=O)CSc2nc3ccccc3c(=O)n2-c2ccc(C)cc2)cc1 | 1 | 0.2 | -107 | -0.93 | 2.8
12 | O=C(CSc1n[nH]c(=O)[nH]c1=O)N/N=C/c1ccccc1O | -4 | 1.0 | -42 | -0.025 | 0.3

item | FXIa inh | Hck-Nef inh | FXIIa inh 1536 | Rad51 HR inh
2 | 6 | 2 | 7 | .
12 | 4 | 2 | 10 | 3

(list continues)
item | Molecule | thrombin 1536 | L929 necroptosis | KLK5 inh | KCC2 mod | TNF death inh
16 | COc1cccc(NC(=O)Nc2ccccc2SC)c1 | 27 | 75 | 23 | -1.3 | -0.5
17 | CCOC(=O)c1ccc(NC(=S)NNC(C)(C)C)cc1 | -2 | -1.1 | 1 | -0.23 | 0.2
18 | CCOC(=O)c1cn[nH]c1C(F)(F)F | -8 | 0.1 | -9 | 1.2 | -0.7
19 | O=S(=O)(c1ccc(OCC(O)CN2CCCC2)cc1)N1CCOCC1 (stereo not drawn) | -4 | 0.3 | 11 | 1.1 | -0.3
20 | CCOC(=O)c1sc(NC(=O)C(CC)OC(=O)C(CC(C)C)NC(=O)c2ccccc2)nc1C (stereo not drawn) | 3 | 0.9 | -6 | . | -3.7
21 | CC(=O)N1SC(N)=NC1c1ccccc1 (stereo not drawn) | -4 | 2.1 | 0 | . | 2.3
22 | O=C(CCC1CCCN(C(=O)CCN2CCCCC2=O)C1)NCc1ccccc1F (stereo not drawn) | -12 | 1.0 | 5 | 0.58 | 0.4
23 | O=c1[nH]c(Cn2nnc(-c3ccccc3)n2)nc2scc(-c3ccccc3)c12 | 5 | 0.3 | -20 | -2.4 | -3.4
24 | CS(=O)(=O)Nc1ccc(C(=O)Nc2cccc([N+](=O)[O-])c2)cc1 | -9 | 1.5 | -12 | -0.15 | 0.9
25 | Cc1nn(C)c(C)c1S(=O)(=O)N(CC(=O)N1CCc2ccccc21)c1ccc(C(C)C)cc1 | 2 | 0.6 | -1 | . | -1.0
26 | COc1ccccc1/C=C(/C(=O)OCC(=O)N(C)Cc1ccccc1)c1ccccc1 | -13 | 0.8 | 11 | -0.83 | 0.7
27 | Cn1nc(C(F)(F)F)c(CNC(=O)C(C)(C)CCl)c1N1CCOCC1 | -2 | 0.1 | . | -0.57 | -0.5
28 | O=C(Cc1cccs1)N(Cc1cccs1)C1(C(=O)NC2CCCC2)CCCCC1 | -3 | -1.0 | -16 | 0.24 | 0.8
29 | Cc1cc(NC(=O)C(C)(C)C)no1 | 0 | -0.2 | -5 | 0.2 | -0.6
30 | CC(=O)c1cccc2c(O)c(C3=Nc4ccccc4C3=O)[nH]c12 | 3 | 0.5 | -6 | -1.3 | -11

item | FXIa inh | Hck-Nef inh | FXIIa inh 1536 | Rad51 HR inh
16 | 31 | 5 | 102* | 12
17 | 0 | 2 | 5 | 2
18 | -1 | 0 | 5 | 9
19 | -5 | -2 | -1 | -5
20 | 6 | -1 | 18 | 3
21 | -6 | -2 | 1 | 2
22 | 0 | 23 | 15 | 13
23 | 1 | 2 | 15 | 9
24 | -7 | -48 | -1 | 7
25 | 5 | -1 | 8 | 1
26 | 5 | 2 | 10 | 3
27 | 0 | 5 | 12 | .
28 | 2 | 2 | 2 | -2
29 | -13 | -1 | 3 | 18
30 | 2 | 9 | 11 | -2

Profiles as entered above. Order of screens: thrombin 1536 | L929 necroptosis | KLK5 inh | KCC2 mod | TNF death inh | FXIa inh | Hck-Nef inh | FXIIa inh 1536 | Rad51 HR inh
Shown for Cc1cc(NC(=O)C(C)(C)C)no1 = 0 | -0.2 | -5 | 0.2 | -0.6 | -13 | -1 | 3 | 18
Shown for CCOC(=O)c1sc(NC(=O)C(CC)OC(=O)C(CC(C)C)NC(=O)c2ccccc2)nc1C (stereo not drawn) = 3 | 0.9 | -6 | . | -3.7 | 6 | -1 | 18 | 3
Shown for CCOC(=O)c1cn[nH]c1C(F)(F)F = -8 | 0.1 | -9 | 1.2 | -0.7 | -1 | 0 | 5 | 9
Shown for CCOC(=O)c1ccc(NC(=S)NNC(C)(C)C)cc1 = -2 | -1.1 | 1 | -0.23 | 0.2 | 0 | 2 | 5 | 2

Remaining list, next part
item | Molecule | thrombin 1536 | L929 necroptosis | KLK5 inh | KCC2 mod | TNF death inh
31 | CCC(C(=O)OCC(=O)Nc1c(Cl)cccc1Cl)c1ccccc1 (stereo not drawn) | -10 | 1.7 | -21 | -1.2 | 1.2
32 | CN(C)C(=S)SCC(=O)NCc1ccc(F)cc1 | -6 | -1.1 | -6 | 0.018 | -6.8
33 | CCCCC(CCC(=O)Nc1ccc(C(=O)OCC)cc1)C(=O)O (stereo not drawn) | 11 | 0.3 | 9 | -0.23 | -0.2
34 | CCCCN(CCCC)S(=O)(=O)c1ccc2oc(C(=O)N3CCOCC3)c(C)c2c1 | -2 | -0.4 | -4 | -0.92 | -2.5
35 | Cn1c(=O)c([N+](=O)[O-])c(NCCc2ccccc2)c2ccccc21 | -6 | 0.6 | 1 | -0.0049 | 2.1
36 | COC(=O)C1=C(N)Oc2cc(C)[nH]c(=O)c2C1c1ccncc1 (stereo not drawn) | -3 | -0.2 | -32 | . | -0.2
37 | CN1CCc2nc(SCc3ccc(Cl)cc3)c(C#N)c(-c3cccs3)c2C1 | . | -0.2 | . | . | -10
38 | Cc1cc([N+](=O)[O-])nn1Cc1ccc(F)cc1 | 3 | 34 | -1 | -0.83 | 77*
39 | Cc1nn(-c2ccccc2)c(C)c1NC(=O)c1cccs1 | 16 | 1.6 | 50* | -0.83 | 1.1
40 | O=c1c(Cc2ccc(F)cc2)c(O)ccn1Cc1cccc(Cl)c1 | 1 | 0.3 | 0 | 1.5 | -1.0
41 | CC(=O)NCCC(=O)Nc1ccc(C(N)=O)cc1 | -3 | 2.5 | -3 | 1.6 | -0.5
42 | C=CCOc1ccc(-c2nc3c(c(=O)[nH]c(=O)n3CCCC)n2C)cc1OC | -3 | 2.0 | -3 | 0.87 | 1.4
43 | O=C(COC(=O)CCc1c[nH]c(=O)[nH]1)Nc1ccccc1Cl | 0 | -0.6 | 3 | -0.0021 | -1.3
44 | COc1c(C(C)C)cc(NC(C)=O)cc1C(C)C | -2 | 1.1 | -3 | 0.34 | -1.2
45 | CC(C)(C)NC(=O)COC(=O)c1ccc(Cl)nc1 | 2 | 1.6 | -28 | 0.63 | 0.9

item | FXIa inh | Hck-Nef inh | FXIIa inh 1536 | Rad51 HR inh
31 | -7 | 0 | 3 | 5
32 | -17 | 24 | 4 | -9
33 | 9 | 0 | 11 | -1
34 | -3 | 1 | 2 | -7
35 | -7 | 3 | 4 | -1
36 | -3 | -1 | 7 | 4
37 | . | 5 | . | 0
38 | 1 | 4 | 6 | .
39 | 7 | 0 | 12 | 0
40 | -5 | 2 | 13 | -4
41 | -1 | 5 | 8 | 2
42 | -5 | -50 | . | -4
43 | 5 | 6 | 9 | -7
44 | 3 | 1 | 8 | -3
45 | -2 | 1 | 10 | 1

Continuation:
item | Molecule | thrombin 1536 | L929 necroptosis | KLK5 inh | KCC2 mod | TNF death inh
46 | CCCCCCNC(=O)Cc1nc2nc(C)cc(C)n2n1 | -5 | 0.4 | 8 | 0.79 | -1.9
47 | O=C(NNC(=S)Nc1ccccc1)C1CCCCC1 | 5 | 1.4 | -24 | 0.31 | -0.3
48 | CCn1nnc(-c2ccccc2NC(=O)C(F)(F)F)n1 | 6 | -0.1 | -6 | -0.087 | -2.2
49 | Cc1ccn(C(=O)c2cc3cc(Cl)ccc3oc2=O)n1 | 0 | 0.7 | -2 | . | -0.5
50 | CCOC(=O)c1c(NC(=O)CSc2nnc(Cc3ccccc3)o2)sc(C(C)=O)c1C | 4 | -0.6 | 0 | -3.1 | -11
51 | COCCSc1ccccc1C(=O)Nc1ccncc1 | 4 | 0.4 | -1 | . | -2.5
52 | CC(C)C(OC(=O)c1cccc(S(=O)(=O)NCC(F)(F)F)c1)C(=O)NC(N)=O (stereo not drawn) | -6 | 5.9 | 2 | -1.6 | -1.0
53 | CCOc1ccccc1NC(=O)CSc1nnc(-c2cnccn2)n1CC | -6 | 0.5 | -3 | -1 | -0.8

item | FXIa inh | Hck-Nef inh | FXIIa inh 1536 | Rad51 HR inh
46 | -9 | 0 | -12 | -4
47 | 0 | -1 | 1 | 0
48 | 8 | 2 | 30 | 9
49 | 4 | -2 | 8 | -8
50 | 5 | 3 | 21 | -5
51 | 4 | 8 | 14 | -6
52 | -1 | -1 | 10 | 0
53 | 18 | 4 | 19 | 0

Compound activity (PubChem)
